Lamin A splicing – modulators of lamin A splicing; HeLa LMNA splicing GFP/RFP minigene ratio, 48 h; Potency, µM (titrated, usually from 46.1 µM), for the others: at the highest dose ratio change, negative = inhibition, usual class: inhibitors; 0.01% of 200,000 active; AID 1487; active means well fitted inhibition curve with a large enough effect in the signal ratio, with a control signal flat, not every such curve was filed as active; inconclusive means small, poorly fitted or top-dose-only effect, or effect the other way, or a change in a side signal; the % refers to the signal ratio; further: on the % scale 0 is the no-effect control and ±100 the full control effect
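Read-out is the ratio of GFP to DsRed2 object intensity, acquired by 488 nm laser-scanning cytometry on HeLa lamin A-EGFP minigene reporter cells. Compound incubation 48 hrs at 37 °C in Opti-MEM with 2% FBS; DMSO 0.5% final.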
RGS12 GoLoco inh – blocks human Gai1 binding to RGS12 GoLoco peptide, red readout; Potency, µM (titrated, usually from 61.6 µM), for inactives: top-dose activity, negative = inhibition, usual class: inhibitors; 0.44% of 230,000 active; P63096; Gai1:RGS12 GoLoco peptide FP, rhodamine, 10 min; active means well fitted inhibition curve with a large enough effect, not every such curve was filed as active; inactive means no such curve, though single readings can be large or run the other way; further: on the % scale 0 is the no-effect control and ±100 the full control effect; nearly all actives have a fitted effect of over 30% in size; many of its hits are not listed in these tables
RECQ1 helicase – blocks DNA unwinding by human RECQ1; P46063; RECQ1 DNA unwinding, red fluorescence kinetic read; Potency, µM (highest dose often 57.3 µM), inactives show at the highest dose activity, negative = inhibition, most hits filed as inhibitors; 0.54% of 240,000 active; AID 2549;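 further: plate controls were vehicle for no effect and no enzyme for full effect; nearly all actives have a fitted effect of over 30% in size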
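RECQ1T1 50 nM; forked duplex (20 bp + 30-nt ss tails) 200 nM, ATP 2 mM final; pH 8.0, 2 mM MgCl2, 2.5 ug/ml poly(dI-dC); 15 min compound preincubation; discontinuous kinetic read over 2 h at RT.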
TRb-SRC2 inh – disrupts binding of human TR beta to SRC2; Potency, µM (doses to about 106 µM), without a hit: top-dose activity change, negative = inhibition, hits mostly inhibitors; 0.065% of 280,000 active; TRbeta-SRC2 peptide binding, fluorescence polarization; receptor liganded with 1 µM T3; P10828;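 further: plate controls were bound peptide for no effect and peptide without receptor for full effect; nearly all actives have a fitted effect of over 50% in size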
Target sequence (P10828 whole entry, looked up): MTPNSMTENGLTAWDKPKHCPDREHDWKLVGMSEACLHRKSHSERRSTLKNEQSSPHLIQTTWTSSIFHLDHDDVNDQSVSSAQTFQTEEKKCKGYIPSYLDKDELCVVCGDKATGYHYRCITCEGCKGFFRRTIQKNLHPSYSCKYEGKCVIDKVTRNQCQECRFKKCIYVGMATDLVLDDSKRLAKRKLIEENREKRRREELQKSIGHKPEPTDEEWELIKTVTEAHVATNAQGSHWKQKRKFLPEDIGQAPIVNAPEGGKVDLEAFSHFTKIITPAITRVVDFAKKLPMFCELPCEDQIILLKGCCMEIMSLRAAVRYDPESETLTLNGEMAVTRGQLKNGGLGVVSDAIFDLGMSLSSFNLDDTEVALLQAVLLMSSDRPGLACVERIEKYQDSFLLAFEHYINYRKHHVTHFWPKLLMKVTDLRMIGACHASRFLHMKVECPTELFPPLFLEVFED
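Binding of a 20-amino-acid Texas Red SRC2 peptide (20 nM) to TRb ligand-binding domain (0.6 uM) with agonist T3 at 1 uM was followed by fluorescence polarization after a 5 hr room-temperature incubation.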
SMN2 splice up – enhancers of SMN2 splice variant expression. HEK293 SMN2-luciferase splicing reporter, luminescence, 30-36 h. Potency, µM (titrated, usually from 46.1 µM), inactives show top-dose activity change, positive = activation, usual class: activators. 2.8% of 210,000 active. AID 1458; further: % of control where 0% means no effect; nearly all actives have a fitted effect of over 55% in size
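HEK293 cells carry an SMN2 […]–luciferase reporter in which exon 7 inclusion puts luciferase in frame. Cells were plated 10-12 h before compound addition, then incubated 30-36 h at 37C. ONE-Glo luminescence was read; sodium butyrate at 4.5 mM final served as control.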
TexasRed fluor – counter-screen for TRb-SRC2 inhibitors: fluorescence interference; TRb/SRC2 Texas Red total fluorescence interference; Potency, µM (doses to about 106 µM), for inactives: at the top dose fluorescence change, negative = quenching; 0.29% of 280,000 active; AID 1479; active means well fitted curve in either direction with a large enough effect; inconclusive means small, poorly fitted or top-dose-only effect; further: on the % scale 0 is the no-effect control and ±100 the full control effect
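Human TRb ligand-binding domain at 0.6 uM with 20 nM Texas Red SRC2 peptide in Tris buffer containing 1 uM T3 and 5% DMSO, incubated with compound 5 h at ambient temperature. Total fluorescence (555/632 nm) calculated as parallel + 2 × perpendicular.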
ALDH1A1 inh – ALDH1A1 (human) enzyme inhibition. AID 1030. P00352. Purified ALDH1A1, NADH fluorescence, propionaldehyde substrate. 7.3% of 220,000 active. Potency, µM (series often up to 75.3 µM), for the others: at the highest dose activity, negative = inhibition, most hits filed as inhibitors; active means well fitted inhibition curve with a large enough effect, not every such curve was filed as active; inconclusive means small, poorly fitted or top-dose-only effect, or another doubt; inactive means no such curve, though single readings can be large or run the other way;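 further: plate controls were no enzyme wells and a reference inhibitor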
Target sequence (P00352 whole entry, looked up): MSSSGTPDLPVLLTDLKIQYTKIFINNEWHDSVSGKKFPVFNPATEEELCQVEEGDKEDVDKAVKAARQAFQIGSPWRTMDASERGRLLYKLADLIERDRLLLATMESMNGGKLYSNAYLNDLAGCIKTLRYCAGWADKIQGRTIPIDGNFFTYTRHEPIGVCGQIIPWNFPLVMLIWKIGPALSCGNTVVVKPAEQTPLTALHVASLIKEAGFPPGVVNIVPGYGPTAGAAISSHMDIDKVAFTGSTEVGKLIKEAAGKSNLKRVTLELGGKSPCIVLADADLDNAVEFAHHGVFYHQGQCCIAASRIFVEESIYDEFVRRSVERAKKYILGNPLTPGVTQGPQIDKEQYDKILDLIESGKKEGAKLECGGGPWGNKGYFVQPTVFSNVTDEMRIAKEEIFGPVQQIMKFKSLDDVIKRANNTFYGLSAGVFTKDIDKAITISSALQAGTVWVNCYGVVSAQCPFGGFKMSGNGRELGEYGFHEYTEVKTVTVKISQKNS
JMJD2E inh – inhibitors of human JMJD2E histone demethylase. AID 2147. 1.6% of 230,000 active. JMJD2E catalytic domain, FDH-coupled NADH fluorescence (FDH is formaldehyde dehydrogenase). B2RXH2. Potency, µM (doses to about 57.1 µM), for the others: at the top dose activity change, negative = inhibition, hits mostly inhibitors; active means well fitted inhibition curve with a large enough effect, not every such curve was filed as active; inconclusive means small, poorly fitted or top-dose-only effect, or another doubt; inactive means no such curve, though single readings can be large or run the other way;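 further: 0% = wells with enzyme and -100% = buffer wells without enzyme; nearly all actives have a fitted effect of over 50% in size; many of its hits are not listed in these tables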
Starred values were filed as active, the others as inactive; i = inactive; ? = inconclusive; · = no result given; [ ] = another dose, or the depositor's remark. Unless noted, the call rests on the fitted dose curve; in most records, active means well fitted curve in the direction sought with a large enough effect; inconclusive means small, poorly fitted or top-dose-only effect, or another doubt; inactive means no such curve, though single readings can be large; an effect the other way counts as inactive or inconclusive. Potency means the concentration at half of the fitted maximal effect. An excerpt. The share of hits here may be higher or lower than overall.

SMILES	Lamin A splicing	RGS12 GoLoco inh	RECQ1 helicase	TRb-SRC2 inh	SMN2 splice up	TexasRed fluor	ALDH1A1 inh	JMJD2E inh
CCN(C(=O)c1ccc(Cl)cc1[N+](=O)[O-])c1ccccc1C	·	3%	-11%	-7%	0%	5%	-2%	10%
NC(=O)C1CCN(C(c2ccccc2Cl)c2nnnn2CC2CCCO2)CC1 (stereo not drawn)	2%	-4%	i	7%	-10%	-1%	11%	-3%
COC(=O)c1c(C)noc1-c1snnc1C	·	3%	-5%	-1%	·	-2%	-2%	1%
COc1c(Br)cc([N+](=O)[O-])c(OC)c1C(=O)NC(=O)Nc1cc(Cl)cc(Cl)c1	·	-1%	-8%	-12%	·	-4%	·	2%
Cc1cc(C)nc(N2CCC(C(=O)NNC(=O)c3ccc(Cl)cc3)CC2)n1	·	10%	2%	4%	·	-2%	·	?
Cc1ccc2nc3cc([N+](=O)[O-])cc([N+](=O)[O-])c3cc2c1	·	4%	-3%	-14%	-52%[inhibitor]	4%	7%	5%
CCOc1ccc(NC(=O)c2nsc(Cl)c2Cl)cc1	?	-2%	6%	9%[53 µM]	·	-2%[53 µM]	2%	2%
CCCNC(=O)Cn1c(=O)n(C)c2ccccc21	·	0%	0%	32µM*	·	45µM*[fluorescent]	·	0%
CCOC(=O)C1(Cc2ccccc2)CCN(Cc2cn(CC(=O)OC)c3ccccc23)CC1	·	2%	i	1%	·	-1%	?	1%
CC1CC(C)CN(c2cc3c(cc2[N+](=O)[O-])C(=O)N(c2ccccc2)C3=O)C1 (stereo not drawn)	3%	4%	-2%	7%	11%	-4%	-14%	11%
CCC1CCCCN1C(=S)NC(=O)c1cc(S(=O)(=O)N2CCOCC2)ccc1C (stereo not drawn)	·	8%	-4%	5%	·	0%	·	-5%
O=[N+]([O-])c1ccc(Oc2ccc(/C=N/O)cc2)nc1	·	-8%	i	-3%[53 µM]	·	-1%[53 µM]	1%	3%
O=S(=O)(c1cccc(C(F)(F)F)c1)N1CCN(C(=S)NC2CC2)CC1	-13%	13%	-8%	-3%	-8%	-1%	0%	8%
COc1ccc(C/C(N)=N/OC(=O)c2ccc(Cl)cc2)cc1	·	-1%	-2%	-3%	13%	0%	16%	-2%
CCCOc1ccc(C2C(C(=O)c3ccc(C)o3)=C(O)C(=O)N2CCN2CCOCC2)cc1OC (stereo not drawn)	1%	10%	i	-3%	1%	1%	?	-14%
CC(=O)Nc1cc(NC(C)=O)ncn1	·	-13%	-13%	-8%	·	2%	7%	9%
COc1ccc(CCNC(=O)C2CC3Cn4c(nc5ccccc54)C3N2C)cc1 (stereo not drawn)	·	9%	i	10%	·	0%	·	-10%
CC1(C)CC(=O)c2cc3c(nc2C1)CC(C)(C)CC3=O	-15%	·	0%	3%	·	-4%	7.1µM*	0%
O=C(OCCN1CCOCC1)C(c1ccccc1)c1ccccc1	1%	1%	3%	2%	-7%	-4%	25µM*	4%
Cc1sc2nc(CN3CCOCC3)nc(Cl)c2c1C	-6%	9%	i	1%	0%	0%	10%	4%

Filtered by structure, the compounds so far with sulfur
SMILES	Lamin A splicing	RGS12 GoLoco inh	RECQ1 helicase	TRb-SRC2 inh	SMN2 splice up	TexasRed fluor	ALDH1A1 inh	JMJD2E inh
COC(=O)c1c(C)noc1-c1snnc1C	·	3%	-5%	-1%	·	-2%	-2%	1%
CCOc1ccc(NC(=O)c2nsc(Cl)c2Cl)cc1	?	-2%	6%	9%[53 µM]	·	-2%[53 µM]	2%	2%
CCC1CCCCN1C(=S)NC(=O)c1cc(S(=O)(=O)N2CCOCC2)ccc1C (stereo not drawn)	·	8%	-4%	5%	·	0%	·	-5%
O=S(=O)(c1cccc(C(F)(F)F)c1)N1CCN(C(=S)NC2CC2)CC1	-13%	13%	-8%	-3%	-8%	-1%	0%	8%
Cc1sc2nc(CN3CCOCC3)nc(Cl)c2c1C	-6%	9%	i	1%	0%	0%	10%	4%

(continued)
SMILES	Lamin A splicing	RGS12 GoLoco inh	RECQ1 helicase	TRb-SRC2 inh	SMN2 splice up	TexasRed fluor	ALDH1A1 inh	JMJD2E inh
CC(=C(CCOP(=O)(O)O)SC(=O)c1ccccc1)N(C=O)Cc1cnc(C)nc1N	?	-5%	20%	0%	5%	-3%	13%	-11%
O=C(N/N=C\c1ccc[nH]1)C1COc2ccccc2O1 (stereo not drawn)	·	14%	-3%	4%	·	0%	·	1%
Cc1cccc(CSc2nc3[nH]ncc3c(=O)[nH]2)c1	-17%[46 µM]	7%	-8%	5%	?	-2%	8.9µM*	-2%
Cc1cc(N2CCOCC2)cc(C)[n+]1[O-]	7%	-3%	-12%	3%	14%	1%	-1%	?
COc1ccc(NC(=O)/C(C#N)=C/c2ccc(OCc3ccccc3F)cc2)cc1	3%	-2%	4%	-2%	1%	1%	3%	?
CC(=O)c1ccc(NS(=O)(=O)c2c(C)cc(C)cc2C)cc1	20%[46 µM]	-1%	i	5%	-9%	-3%	4%	-10%
CC(=O)C1=C(C)OC(N)=C(C#N)C1c1cccc2ccccc12 (stereo not drawn)	·	-4%	-10%	0%	·	3%	·	?
CCCCn1c2c(c(=O)n(C)c1=O)C(c1ccc(OC)cc1)N1CCCCCC1=N2 (stereo not drawn)	2%	5%	i	-8%	-6%	1%	0.14µM*	?
CSC1=NC(=O)/C(=C\c2cccc3ccccc23)S1	6%[46 µM]	-25%	-5%	-3%	1%	-12%	?	-3%
N/C(=N\OC(=O)Cc1ccccc1[N+](=O)[O-])c1cccc(Br)c1	·	0%	-13%	1%	·	-6%	-6%	-1%
COc1cccc(C2CCCN2Cc2nc(CCC(C)C)no2)c1 (stereo not drawn)	?	25%	i	3%	·	0%	?	?
Cc1ccc(N(CC(=O)NCCc2ccc(F)cc2)S(=O)(=O)c2ccc(Cl)c([N+](=O)[O-])c2)c(C)c1	?	1%	-18%	-2%	-10%	-1%	?	-3%
CN(C)/C=N/c1ncc(C(=O)c2ccc(Cl)cc2)s1	-13%	2%	-4%	0%	10%	-3%	-3%	-4%
CCN(CCCNC(=O)c1ccc(N2CCCC2=O)cc1)c1cccc(C)c1	?	1%	-1%	2%	-51%[inhibitor]	-1%	?	1%
CCOC(=O)c1cccc(C(=O)Nc2nc3ccc(OC)cc3s2)n1	22%[46 µM]	12%	-18%	-3%	11µM*	-3%	-3%	?
CCC1CO/C(=C(\C(Cl)=C(Cl)Cl)[N+](=O)[O-])N1 (stereo not drawn)	·	-1%	-2%	-10%	-13%	-3%	-7%	-3%
COc1ccc(C(=O)N2CCN(c3ccc(C)c(C)c3)CC2)cc1OC	-12%	-8%	-7%	5%	-14%	-3%	7%	2%
FC(F)(F)c1cccc(NC(=S)Nc2ccc(Cl)cc2Cl)c1	2%	49%[activator]	-2%	1%	-13%	0%	?	-2%
O=C1/C(=C/c2ccccc2)CCCc2ccccc21	-7%	7%	-10%	-1%	-10%	1%	-9%	3%
CCC(C)NC(=O)C1=C(C)C(=O)OC12CCC(C)CC2 (stereo not drawn)	0%	-17%	-1%	-10%	23%	-1%	7%	-11%

Sorted by number of heavy atoms (falling): part of the list above.
SMILES	Lamin A splicing	RGS12 GoLoco inh	RECQ1 helicase	TRb-SRC2 inh	SMN2 splice up	TexasRed fluor	ALDH1A1 inh	JMJD2E inh
CC(=C(CCOP(=O)(O)O)SC(=O)c1ccccc1)N(C=O)Cc1cnc(C)nc1N	?	-5%	20%	0%	5%	-3%	13%	-11%
CC(=O)c1ccc(NS(=O)(=O)c2c(C)cc(C)cc2C)cc1	20%[46 µM]	-1%	i	5%	-9%	-3%	4%	-10%
O=C1/C(=C/c2ccccc2)CCCc2ccccc21	-7%	7%	-10%	-1%	-10%	1%	-9%	3%

(further entries)
SMILES	Lamin A splicing	RGS12 GoLoco inh	RECQ1 helicase	TRb-SRC2 inh	SMN2 splice up	TexasRed fluor	ALDH1A1 inh	JMJD2E inh
COCc1cc(C)nc(SCC[N+](C)(C)CC(=O)Nc2cccc(C)c2)c1C#N	13%[9.22 µM]	5%	10%	-3%	-1%	-1%	-13%	0%
O=C(N/N=C\CCc1ccccc1)c1ccco1	-10%	11%	-8%	2%	?	-2%	11%	-2%
O=C(CN1CCN(C(=O)c2c(F)cccc2F)CC1)Nc1ccccc1F	-21%	1%	3%	7%	20%	0%	25µM*	1%
Cc1c(OC(C(=O)O)c2ccccc2)ccc2c(-c3ccccc3)cc(=O)oc12 (stereo not drawn)	·	-4%	-5%	-1%	·	-4%	·	?
Cc1ccc(-n2ncc3c(NCCCn4ccnc4)ncnc32)c(C)c1	-21%	-2%	i	-3%	-25%	-3%	5%	-1%
CCn1ncc([N+](=O)[O-])c1C(=O)NC1CCCCC1	·	4%	i	3%[53 µM]	·	0%[53 µM]	1%	-14%
COc1cccc(CNCCc2c[nH]c3ccccc23)c1OCc1ccc(F)cc1	-17%	12%	-12%	-15%	-9%	-2%	-6%	-1%
O=C(CN1C(=O)c2ccccc2S1(=O)=O)NCCSc1ccccc1	-1%	0%	i	0%	-21%	0%	?	2%
Cn1c(O)c(N=NC(=O)c2ccccc2O)c2ccccc21	-3%[46 µM]	21%	-21%	4%	·	-10%	1%	7%
CCn1c(SCc2ccc([N+](=O)[O-])cc2)nnc1C(C)NC(=O)c1ccccc1Br (stereo not drawn)	3%	7%	-1%	6%	-10%	1%	-1%	3%
